M5 PAM = potentiates acetylcholine response at human M5 receptor; P08912; CHO-K1 hM5, Fluo-8 calcium, ACh EC20 PAM; 0% = ACh EC20, 100% = ACh EC100; activation, % at 3 µM; hit rate 0.3% among 360,000;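 active means activation above the run cutoff, the mean activation of all test compounds plus 3 SD, cut at about 18% in these data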
Target sequence (P08912 whole entry, looked up): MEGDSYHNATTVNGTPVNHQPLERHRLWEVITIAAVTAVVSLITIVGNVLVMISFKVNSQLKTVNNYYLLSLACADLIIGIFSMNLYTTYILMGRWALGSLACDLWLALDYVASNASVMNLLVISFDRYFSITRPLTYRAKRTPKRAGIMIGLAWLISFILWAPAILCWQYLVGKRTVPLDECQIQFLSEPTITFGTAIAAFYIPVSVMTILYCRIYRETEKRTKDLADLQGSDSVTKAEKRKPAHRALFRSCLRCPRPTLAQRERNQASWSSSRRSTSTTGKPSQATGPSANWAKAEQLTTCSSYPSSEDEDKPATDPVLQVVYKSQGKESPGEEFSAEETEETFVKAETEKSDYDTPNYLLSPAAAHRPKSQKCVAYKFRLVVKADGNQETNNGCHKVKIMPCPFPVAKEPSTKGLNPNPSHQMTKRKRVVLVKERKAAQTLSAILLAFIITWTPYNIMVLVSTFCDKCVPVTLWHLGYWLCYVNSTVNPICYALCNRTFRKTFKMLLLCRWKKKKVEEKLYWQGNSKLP
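Assay system: CHO-K1 hM5 cells. Also added: acetylcholine at EC20 concentration, added after compound. Dosing: 3 µM, single dose. Times: compound preincubation 140 s before EC20 acetylcholine addition. Signal: Fluo-8 calcium fluorescence. Measure: % activation relative to EC20 and EC100 ACh responses. Repeats: singlicate, one well per test compound.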
CHRM5 agonist = agonists of human muscarinic M5 receptor (CHRM5). P08912. CHO-K1 hM5 cells, Fluo-8 calcium fluorescence; 0% DMSO wells, 100% maximal acetylcholine response. activation, % at 3 µM. hit rate 0.19% among 360,000;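 active means activation above the run's mean over test compounds plus 3 SD, cut at about 23% in these data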;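 further: signal is peak over basal fluorescence ratio across the kinetic read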
M1 ag parental = counter-screen for M1 agonists: effect in parental CHO-K1 cells. hit rate 0.48% among 360,000. activation, % at 3 µM. AID 602248. Fluo-8 calcium fluorescence; scaled to maximal ATP response, vehicle zero; in the data active means activation above about 15%;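 further: untransfected CHO-K1 host cells lacking M1 receptor as counterscreen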
M4 ag = agonists of human muscarinic M4 receptor (CHRM4). P08173. CHO-K1 hM4/Gqi5, Fluo-8 calcium fluorescence; vehicle 0%, full acetylcholine response 100%. activation, % at 3 µM. hit rate 0.14% among 360,000;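 active means activation above the run mean over all test wells plus 3 SD, cut at about 32% in these data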;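 further: peak over basal fluorescence ratio per well then scaled between controls; 0% = DMSO wells and 100% = acetylcholine at EC100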
Target sequence (P08173 whole entry, looked up): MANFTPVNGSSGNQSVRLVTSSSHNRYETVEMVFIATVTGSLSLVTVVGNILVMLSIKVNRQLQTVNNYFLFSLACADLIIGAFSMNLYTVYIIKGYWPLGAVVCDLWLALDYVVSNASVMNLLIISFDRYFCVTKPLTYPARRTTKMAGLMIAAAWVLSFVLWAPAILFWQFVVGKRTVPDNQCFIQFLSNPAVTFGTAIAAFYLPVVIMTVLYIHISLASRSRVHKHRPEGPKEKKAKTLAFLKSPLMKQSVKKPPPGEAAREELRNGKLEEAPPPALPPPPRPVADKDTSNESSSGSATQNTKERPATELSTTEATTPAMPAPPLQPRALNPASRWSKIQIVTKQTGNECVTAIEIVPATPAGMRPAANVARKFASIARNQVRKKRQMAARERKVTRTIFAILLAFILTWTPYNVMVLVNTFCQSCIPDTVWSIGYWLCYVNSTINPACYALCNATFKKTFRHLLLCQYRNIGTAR
M1 PAM parental = counter-screen for M1 PAMs: effect in parental CHO-K1 cells; ATP EC20, Fluo-8 calcium fluorescence; 0% at ATP EC20, 100% at ATP max; hit rate 0.02% among 360,000; AID 602247; activation, % at 3 µM;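 active means activation above the run cutoff, the mean activation of all test compounds plus 3 SD, cut at about 40% in these data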;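 further: peak over basal fluorescence ratio in a 140 s read after ATP addition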
M4 PAM = positive allosteric modulators of human muscarinic M4 receptor | activation, % at 3 µM | hit rate 0.4% among 360,000 | CHO-K1 hM4/Gqi5, Fluo-8 calcium fluorescence, ACh EC20; 0% = ACh EC20, 100% = maximal ACh;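 active means activation above its plate's cutoff, the mean activation of sample wells plus 3 SD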; further: some results filed as inactive read as strong as hits
CHO-K1 Ca antag = counter-screen for M1 antagonists: effect in parental CHO-K1 cells; hit rate 0.6% among 360,000; ATP-induced calcium, Fluo-8 fluorescence; inhibition, % at 3 µM;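 active means inhibition above a per-plate cutoff, the plate's mean sample inhibition plus 3 SD, cut at about 24% in these data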;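 further: 0% = DMSO plus EC80 ATP and 100% = DMSO alone without ATP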
CHRM4 antagonist = CHRM4 antagonism in calcium assay. inhibition, % at 3 µM. CHO-hM4 cells, ACh EC80, Fluo-8 calcium fluorescence. hit rate 0.73% among 360,000. AID 624125;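 active means inhibition above its plate's cutoff, the mean inhibition of sample wells plus 3 SD, cut at about 27% in these data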;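 further: 0% = acetylcholine EC80 with DMSO and 100% = DMSO without agonist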
M5 antag = blocks acetylcholine activation of human M5 receptor. P08912. CHO-hM5 cells, Fluo-8 calcium fluorescence, ACh EC80. inhibition, % at 3 µM. hit rate 0.59% among 360,000;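 active means inhibition above a per-plate cutoff, the mean of that plate's test compounds plus 3 SD, cut at about 27% in these data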;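 further: 0% = acetylcholine EC80 with DMSO and 100% = DMSO without agonist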
* marks the source's active call; other numbers are inactive results; x = not tested or not shown.

canonical_smiles,M5 PAM,CHRM5 agonist,M1 ag parental,M4 ag,M1 PAM parental,M4 PAM,CHO-K1 Ca antag,CHRM4 antagonist,M5 antag
O=C1c2ccccc2C(=O)N1OCc1ccccc1,-10,-4,-0.2,1,2,-1,0,7,6
Cc1cc2c(cc1C)C(=O)C(=O)N2,-8,-1,0.7,1,19,3,-7,-6,17
Cc1ccc(OCC(=O)Oc2ccc(C)c(C)c2)cc1,-5,1,0.3,1,1,-4,13,16,9
Cc1c(Cl)c(=O)n2c(=O)c(Cl)c(C)n12,-1,-2,0.4,0,23,2,-5,4,6
CCc1nc2c(OCc3ccc(F)c(F)c3)cccn2c1N(C)C(=O)c1ccc(OC)cc1,-2,-2,0.0,0,-2,-2,-8,6,5
Cc1cccc(NC(=O)c2cc3n(n2)C(C(F)(F)F)CC(c2ccc4c(c2)OCO4)N3)c1 (configuration not stated),0,-1,0.7,2,17,-1,-23,1,4
CCOC(=O)/C=C/C(=O)Nc1ccc(S(=O)(=O)Nc2nccs2)cc1,0,-3,-0.3,0,-19,0,2,1,2
Cc1cccc(-n2c(Cc3ccccc3)n[nH]c2=S)c1,-4,-5,0.2,2,16,0,-1,3,3
COc1cc(NC(=O)CN2C(=O)NC3(CCOc4ccccc43)C2=O)cc(OC)c1 (configuration not stated),-2,6,0.2,2,-9,9,5,-2,-2
CCNC(=O)C1CC(=O)N(CCCc2ccccc2)C(=Nc2ccccc2)S1 (configuration not stated),-3,-1,19*,0,10,5,1,1,8
CSc1nc2cc(C)nn2c(-c2ccccc2Cl)c1C#N,6,0,1.5,0,25,1,-11,-2,1
COc1cc(CN2CCN(Cc3ccccc3C(F)(F)F)CC2)cc(OC)c1OC,-4,-8,1.1,1,13,-5,-17,6,5
COc1ccc([C@H]2CC(=O)C=C(c3ccc4c(c3)OCO4)C2)cc1OC,-3,3,-0.2,1,14,14,-13,-10,-4
Cc1ccc(C(=O)NCc2ccc3c(c2)CCO3)cc1C,-3,-7,0.5,2,-11,4,5,-21,2
CCN1C(=O)/C(=C/N(C)C)c2ccccc21,2,1,-0.1,1,2,7,12,6,2
C=C(C(=O)c1ccccc1)C(c1ccccc1)C(C)C(=O)c1ccccc1 (configuration not stated),-1,-3,-0.3,-1,-3,-4,5,4,2
CC(O)CC(C)O (configuration not stated),-5,0,0.6,2,8,6,-23,-15,-1
CCOc1ccccc1CNC(=O)c1ccc(NC(=O)C2=C(C)OCCS2)cc1,-11,-4,3.4,5,-1,-1,-2,-6,11
COC(=O)C1N[C@@H]([C@@H](NC(=O)COc2ccccc2)C(=O)NCc2ccc(OC)cc2)SC1(C)C (some centres not stated),-19,2,3.8,24,11,-6,-8,-16,14
Cc1ccc(CNC(=O)Nc2ccc(OC(F)(F)F)cc2)n1C,1,1,0.7,0,-1,-4,-9,4,2
COC(=O)c1sccc1NC(=O)c1cc(-c2cccc(C)c2)nc2ccccc12,1,3,2.7,0,21,0,-3,6,-1
CCOC(=O)C1=C(CS(=O)(=O)c2ccc(C)c(C)c2)NC(=O)NC1c1ccc(O)cc1 (configuration not stated),1,-3,0.1,0,-10,-1,2,5,7
O=C(CN1C(=O)C2CCCCC2C1=O)Nc1nc2ccc(F)cc2s1 (configuration not stated),-11,6,2.1,6,0,6,-4,0,5
Cc1ccc(NC(=S)N(Cc2ccco2)C(C)c2cccs2)cc1 (configuration not stated),0,1,0.2,0,14,5,-9,4,1
CC(c1ccc(F)cc1)n1c(-c2ccc3ccccc3n2)n[nH]c1=S (configuration not stated),-1,-4,-0.1,0,-5,4,-11,1,-5
COCc1cc(C)nc(Nc2ccccc2C)c1C#N,3,-1,-0.5,-1,5,1,-10,3,-1
CCN(CC)C(=O)CNc1ccc(C(F)(F)F)cc1[N+](=O)[O-],3,-3,1.7,2,11,-1,-10,-1,-9
O=C(Nc1ccc2c(c1)OCCO2)c1ccccc1Cl,0,-1,0.4,0,-1,-4,-2,-9,1
O=C(Nc1ccccc1Cl)OCC#CCOC(=O)Nc1ccccc1Cl,-1,-1,1.3,0,23,6,-8,-12,-3
Cc1cccc(-n2c(CNC(=O)c3ccc(S(=O)(=O)N4CCCCC4)cc3)n[nH]c2=S)c1,6,-7,-0.3,0,8,3,-4,-14,-1

In a second layout: 14 of the compounds above
Below each SMILES: M5 PAM, CHRM5 agonist, M1 ag parental, M4 ag, M1 PAM parental, M4 PAM, CHO-K1 Ca antag, CHRM4 antagonist, M5 antag
Cc1cccc(NC(=O)c2cc3n(n2)C(C(F)(F)F)CC(c2ccc4c(c2)OCO4)N3)c1 (configuration not stated)
  0, -1, 0.7, 2, 17, -1, -23, 1, 4
CCOC(=O)/C=C/C(=O)Nc1ccc(S(=O)(=O)Nc2nccs2)cc1
  0, -3, -0.3, 0, -19, 0, 2, 1, 2
Cc1cccc(-n2c(Cc3ccccc3)n[nH]c2=S)c1
  -4, -5, 0.2, 2, 16, 0, -1, 3, 3
COc1cc(NC(=O)CN2C(=O)NC3(CCOc4ccccc43)C2=O)cc(OC)c1 (configuration not stated)
  -2, 6, 0.2, 2, -9, 9, 5, -2, -2
CCNC(=O)C1CC(=O)N(CCCc2ccccc2)C(=Nc2ccccc2)S1 (configuration not stated)
  -3, -1, 19*, 0, 10, 5, 1, 1, 8
CSc1nc2cc(C)nn2c(-c2ccccc2Cl)c1C#N
  6, 0, 1.5, 0, 25, 1, -11, -2, 1
COc1cc(CN2CCN(Cc3ccccc3C(F)(F)F)CC2)cc(OC)c1OC
  -4, -8, 1.1, 1, 13, -5, -17, 6, 5
COc1ccc([C@H]2CC(=O)C=C(c3ccc4c(c3)OCO4)C2)cc1OC
  -3, 3, -0.2, 1, 14, 14, -13, -10, -4
Cc1ccc(C(=O)NCc2ccc3c(c2)CCO3)cc1C
  -3, -7, 0.5, 2, -11, 4, 5, -21, 2
CCN1C(=O)/C(=C/N(C)C)c2ccccc21
  2, 1, -0.1, 1, 2, 7, 12, 6, 2
C=C(C(=O)c1ccccc1)C(c1ccccc1)C(C)C(=O)c1ccccc1 (configuration not stated)
  -1, -3, -0.3, -1, -3, -4, 5, 4, 2
CC(O)CC(C)O (configuration not stated)
  -5, 0, 0.6, 2, 8, 6, -23, -15, -1
CCOc1ccccc1CNC(=O)c1ccc(NC(=O)C2=C(C)OCCS2)cc1
  -11, -4, 3.4, 5, -1, -1, -2, -6, 11
COC(=O)C1N[C@@H]([C@@H](NC(=O)COc2ccccc2)C(=O)NCc2ccc(OC)cc2)SC1(C)C (some centres not stated)
  -19, 2, 3.8, 24, 11, -6, -8, -16, 14

Following part:
canonical_smiles,M5 PAM,CHRM5 agonist,M1 ag parental,M4 ag,M1 PAM parental,M4 PAM,CHO-K1 Ca antag,CHRM4 antagonist,M5 antag
CC(C)(C)c1ccc(/C=C/C(=O)Nc2ccncc2)cc1,-14,1,5.4,12,-6,-13,0,11,17
CC1CCN(Cc2nnnn2CCCC(=O)NC(c2ccccn2)C(F)(F)F)CC1 (configuration not stated),-4,-7,1.8,1,7,-2,1,3,17
CN1c2ccccc2-c2nc3ccccc3n2C1c1ccccn1 (configuration not stated),5,-4,-0.3,0,10,2,-1,-2,-6
CCC(C)C(NC(=O)C1CCC(C)CC1)C(=O)NCc1cccnc1 (configuration not stated),-2,2,-0.2,0,11,-7,6,4,4
O=C(CCCN1C(=O)C(c2ccccc2)Oc2cccnc21)NCc1ccccc1F (configuration not stated),-4,-2,4.3,7,-4,1,-16,6,12
Cc1cc(Cl)c(OCCOCCN2CCNCC2)c(Cl)c1,-10,-13,0.3,1,0,-19,-7,-12,13
COc1cccc(-c2cc3c(=O)n(-c4ccccc4)c(=S)[nH]c3s2)c1,4,-4,-0.2,-1,17,4,-3,0,-2
CCCCCCCCN1C(=O)[C@H](CC(=O)N2CCCC2)C[C@@]2(C(=O)OC)CC(C)(C)CC=C12,-2,-3,x,5,x,10,x,-14,4
OCC1(Cc2ccc(Cl)cc2)CCN(Cc2ccc3nsnc3c2)CC1,3,-6,2.1,2,29,-10,-12,2,-4
COc1ccc(C2=CC(=O)OC(C)(c3ccccc3)O2)cc1 (configuration not stated),-1,-5,0.0,-1,5,-7,-6,-2,-2
Nc1nonc1-c1noc(-c2ccccc2)n1,-4,-7,0.1,-1,18,-4,-7,15,1
Cc1ccccc1C(=O)NNC(=O)C1CC(=O)N(c2ccc3c(c2)OCCO3)C1 (configuration not stated),-6,4,0.4,2,12,7,-15,-6,0
CCCN(CCC)CCCNC(=O)C1c2cc(OC)c(OC)cc2C(=O)N(C)C1c1cccnc1 (configuration not stated),12,2,5.0,1,-5,1,7,-1,-8
O=[N+]([O-])c1ccc(OCC(O)CN(C2CCCCC2)C2CCCCC2)cc1 (configuration not stated),3,-4,-0.7,0,12,-3,-4,0,-10
O=C(Nc1ccc(N2CCN(C(=O)c3cccs3)CC2)c(Cl)c1)c1ccco1,-11,4,7.1,18,-6,-6,-2,10,9
COc1cc2c(cc1OC)CN(C(=O)c1ccc(-c3ccccc3)cc1)CC2,0,-3,5.3,0,6,-3,-8,10,7
CCCCC(=O)Nc1cccc(NC(=O)c2ccccc2Br)c1,-2,-1,1.4,2,17,5,-13,-10,-2
CN1CCN(C(=O)c2ccc(N(Cc3ccccc3Cl)S(C)(=O)=O)cc2)CC1,-1,-2,-0.1,1,11,8,-11,-1,-2
O=C(c1ccc(=O)oc1)N1CCN(C(c2ccccc2)c2ccccc2)CC1,-23,-7,0.6,3,13,-14,-13,43*,36*
Fc1ccc(/C=N/Nc2ncnc3nc[nH]c23)cc1F,1,-1,0.0,0,14,3,-7,-8,1
CSc1ccc(NC(=O)N2CC(C)OC(C)C2)cc1 (configuration not stated),6,-2,-0.3,0,3,9,-4,-7,-3
Cc1cccc(C(=O)NC2CCN(CC(=O)Nc3ccccc3Cl)CC2)c1,7,1,1.1,1,2,-2,-10,7,2
CCOC(=O)N1CCN(S(=O)(=O)CCNC(=O)c2ccc(OC)cc2)CC1,0,1,1.1,1,-4,4,1,-9,0
Cc1nnc(N/N=C/c2ccc(O)c([N+](=O)[O-])c2)[nH]c1=O,9,-5,-0.7,0,-7,3,-2,-10,-7
Cc1nnc(NC(=O)C2CCN(C(=O)c3ccco3)CC2)s1,-3,-4,0.4,0,3,4,-9,-9,15
CCN1C[C@@H]2[C@@H]3C(=O)N(Cc4ccccc4)C(=O)[C@@H]3[C@](C)(C1=O)N2C(=O)c1ccc(F)cc1,10,4,-0.2,-1,8,2,-10,-6,-2
Cc1ccc(-c2cc(C(=O)NN=C3CCCC3)c3ccccc3n2)cc1,-4,-6,-0.5,0,12,4,-11,-21,-9
COC(=O)c1ccc2nc(-c3ccc(C)cc3)c(Cc3cccc(F)c3)n2c1,-8,0,2.8,2,15,-3,-7,-5,-4

Full records as entered above. Values in the order: M5 PAM, CHRM5 agonist, M1 ag parental, M4 ag, M1 PAM parental, M4 PAM, CHO-K1 Ca antag, CHRM4 antagonist, M5 antag
Nc1nonc1-c1noc(-c2ccccc2)n1 is listed with -4, -7, 0.1, -1, 18, -4, -7, 15, 1
Fc1ccc(/C=N/Nc2ncnc3nc[nH]c23)cc1F is listed with 1, -1, 0.0, 0, 14, 3, -7, -8, 1
